Assay outcomes (PubChem BioAssay)
ERK EGF block: inhibitors of EGF-stimulated ERK signaling pathway; HEK293-V1b, EGF-stimulated phospho-ERK AlphaScreen; Potency, µM (doses to about 11.5 µM), without a hit: at the top dose activity change, negative = inhibition, most hits filed as inhibitors; 130,000 tested, 0.41% active; AID 1454; active = well fitted inhibition curve with a large enough effect; inconclusive = small, poorly fitted or top-dose-only effect, or effect the other way;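 note: plate controls were stimulated vehicle wells for no effect and unstimulated vehicle basal for full effect; nearly all actives have a fitted effect of over 55% in size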
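After overnight plating in 1% FBS, HEK293-V1b cells received test compound for half an hour, then a 5 min pulse of EGF (25 nM); ERK phosphorylation in lysates was read by bead-based AlphaScreen.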
An asterisk follows results filed as active; u = inconclusive; [ ] = dose if it differs, or a comment. Potency is the fitted concentration of half-maximal effect.

ERK EGF block | SMILES
0.0% | O=C1/C(=C/c2ccc(C(=O)O)cc2)CCC/C1=C\c1ccc(C(=O)O)cc1
-10.3% | O=S(=O)(c1cccs1)N1CCN(S(=O)(=O)c2cccs2)CC1
-1.2%[57.5 µM] | O=C(Nc1ccc(F)cc1F)c1c(C(F)(F)F)ccnc1Oc1ccc(Cl)cc1
9.3% | O=[N+]([O-])c1ccc(-c2ccn[nH]2)o1
3.0% | Cc1c(/C=C/C(=O)c2cccs2)cnn1C
u | CCN(CCNC(=O)c1ccc(CSc2nc3ccncc3[nH]2)cc1)c1ccccc1
0.0% | O=S(=O)(c1ccccc1)N1CCC(O)(CSc2ccccc2)CC1
-2.6%[57.5 µM] | COc1cc(C(CC(=O)N2CCOCC2)c2c(OC)cc(OC)c3ccc(=O)oc23)cc(OC)c1OC (stereo not drawn)
4.7% | O=C1NCCN1c1ccc(CN2CCN(C3CCCCC3)C(CCO)C2)cc1 (stereo not drawn)
u | COc1ccc(C(=O)NC(=S)Nc2cccc(S(=O)(=O)N3CCOCC3)c2)cc1
3.5% | CCOC(=O)C1(CCc2ccccc2)CCN(Cc2c(O)cccc2OC)CC1
3.1% | O=C(CCN1C(=O)c2ccc([N+](=O)[O-])cc2C1=O)Nc1ccc(O)cc1C(=O)O
3.6% | C/C=C/COC(=O)c1[nH]c2c(c1C)C(=O)CC(c1ccco1)C2 (stereo not drawn)
1.9% | Cc1ccc2cc(/C=N/NC(=O)[C@H](C)NC(=O)OC(C)(C)C)c(Cl)nc2c1
2.7% | COc1ccc(/C=C/C(=O)Nc2cccnc2)cc1OC
0.2%[57.5 µM] | CN1CCN(C(=O)c2ccc(-c3cccs3)s2)CC1
-1.0%[57.5 µM] | CCN(CC)CCSc1nc2ccc(OC)cc2[nH]1
5.2% | COc1ccc(OCC(O)CN2CCN(c3ncccn3)CC2)cc1 (stereo not drawn)
-10.2%[57.5 µM] | CCCCCn1c(C)c2c(OCC)cccc(=O)c2c1C
-3.7% | C/C(=N\NC(=S)NCc1ccccc1)c1ccc(C)o1
0.7% | CCC1=C(OC(=O)N(CC)CC)N2C(=O)OC(=NCCOC)[C@]2(C)[C@H]2C1=CC[C@H]1C(=O)NC(=O)[C@H]12
2.6% | Cc1cc(N2CCOCC2)nc(-c2ccc(Br)cc2)n1
5.6%[57.5 µM] | O=C(c1ccc(S(=O)(=O)N2CCOCC2)cc1)N1CCN(S(=O)(=O)c2ccc(Cl)s2)CC1
-12.2% | Cc1ccc2oc(-c3cccc(NC(=S)NC(=O)c4cccs4)c3)nc2c1
-9.0% | Cc1ccc(S(=O)(=O)N2CCCC2C(=O)NCCc2nc3ccccc3[nH]2)cc1 (stereo not drawn)
3.8% | COc1ccccc1CNC(=O)COC(=O)Cc1ccc(Cl)cc1
-6.0% | C=C[C@H]1CCC=C2C(=O)CCC[C@@H]21
u | COc1ccc(OCCSc2nc(C)nc3ccccc23)cc1
-5.7% | O=C(CSCc1c(Cl)cccc1Cl)NN=C1CCCC1
4.0% | CCc1ccc(NC(=O)Cc2ccc(OC)cc2)cc1
-3.1%[57.5 µM] | COc1cccc(/C=N/NC(=O)CNC(=O)COc2ccccc2)c1O
24.4% | O=C(N/N=C/c1cccc(O)c1)c1ccc(COc2ccccc2Br)cc1
0.2%[57.5 µM] | CC(NC(=O)C1CCC(CNc2c(N3CCCCC3)c(=O)c2=O)CC1)c1ccccc1 (stereo not drawn)
2.4% | CN(C)C(=O)c1ccc(NC(=O)c2cncc(Br)c2)cc1
-2.8% | COc1cccc(NC(=O)COC(=O)CCOc2ccccc2OC)c1
1.1% | COc1ccnc(N=CNOCc2cccc(C(F)(F)F)c2)c1C#N
9.5% | Cc1cc(Br)ccc1OCC(=O)NNC(=O)Cc1ccccc1
1.5% | Cc1ccc2c(c1)-c1[nH]c(=S)ncc1CS2
-6.8% | COCCNC(=O)C(c1cccs1)N(Cc1cccs1)C(=O)Cn1nnc2ccccc21 (stereo not drawn)
12.2% | C/C(=N\Nc1nccnc1Cl)c1c(F)c(F)c(F)c(F)c1F

Four entries from above, field by field:
> CCN(CC)CCSc1nc2ccc(OC)cc2[nH]1
  ERK EGF block: -1.0%[57.5 µM]
> COc1ccc(OCC(O)CN2CCN(c3ncccn3)CC2)cc1 (stereo not drawn)
  ERK EGF block: 5.2%
> CCCCCn1c(C)c2c(OCC)cccc(=O)c2c1C
  ERK EGF block: -10.2%[57.5 µM]
> C/C(=N\NC(=S)NCc1ccccc1)c1ccc(C)o1
  ERK EGF block: -3.7%

Additional compounds
ERK EGF block | SMILES
0.0% | COCCNC(=O)c1ccc(CS(=O)(=O)c2c(Cl)cccc2Cl)o1
5.0% | OCC1(Cc2ccccc2)CCN(CCCC2CCCC2)CC1
0.4% | C=CCn1c(SCCCc2ccccc2)nc2c1c(=O)[nH]c(=O)n2C
1.7% | COc1ccc(CCNC(=O)c2ccc(CNS(=O)(=O)c3cccc(Cl)c3)cc2)cc1OC
0.8% | Cc1ccc(NC(=S)NC2CCCCC2)cc1S(=O)(=O)N(C)C
-2.6% | CC[C@H](C)[C@@H]1NC(=O)c2cc([N+](=O)[O-])cc(I)c2SC[C@@H](C(N)=O)NC(=O)[C@H](CCCCN)NC1=O
-14.5% | O=C(C(Sc1ccccc1)c1ccc(Br)cc1)N1CCOCC1 (stereo not drawn)
0.9% | Cc1cc(C)cc(OC2CCCCC2NS(=O)(=O)c2ccccc2)c1 (stereo not drawn)
-1.9%[57.5 µM] | O=C(c1ccc(Cn2cc(Cl)c([N+](=O)[O-])n2)cc1)N1CCN(Cc2ccccc2)CC1
-0.4% | COCCn1nnnc1C(c1cc2cc(OC)c(OC)cc2[nH]c1=O)N1CCN(c2ccc(O)cc2)CC1 (stereo not drawn)
-2.4% | COC(=O)[C@@]1(Cc2ccc(F)cc2)[C@H]2c3cc(C(=O)N(C)C)n(Cc4cc(F)c(F)c(F)c4)c3C[C@H]2CN1C(=O)c1ccccc1
-6.6% | CN(Cc1cn(C)c2ccccc12)C(=S)Nc1cc(F)cc(F)c1
5.7% | CC(=O)Nc1nc2ccc(C(=O)NC3CCCCC3)cc2s1
1.7%[57.5 µM] | COc1ccccc1NC(=S)N1CCNC(=O)C1CC(=O)Nc1cccc(C)c1 (stereo not drawn)
-15.8% | Cc1ccccc1N=CC=C1OC(C)(C)C(C)(C)O1
1.2%[57.5 µM] | CCOC(=O)N1CCN(C(=O)CCc2nc3sc4c(c3c(=O)[nH]2)CCCC4)CC1
-8.1% | COc1c(C)cc(C(=O)C2CCCN(C(=O)c3cccc(F)c3)C2)cc1C (stereo not drawn)
u | Cc1cccc(N/N=C(\C=N\N)C(=O)c2ccc(Br)cc2)c1
4.2%[57.5 µM] | O=[N+]([O-])c1cccc(-n2nnnc2CNCc2ccccc2)c1
2.8% | N#C/C(=N/O)c1nc(-c2ccc(F)cc2)cs1

Quoted from above for reference:
ERK EGF block | SMILES
u | Cc1cccc(N/N=C(\C=N\N)C(=O)c2ccc(Br)cc2)c1
4.2%[57.5 µM] | O=[N+]([O-])c1cccc(-n2nnnc2CNCc2ccccc2)c1
2.8% | N#C/C(=N/O)c1nc(-c2ccc(F)cc2)cs1

(cont.)
ERK EGF block | SMILES
6.8%[57.5 µM] | COc1ccc(C2(CCN=Cc3ccc(N(C)C)cc3)CCOC(C)(C)C2)cc1 (stereo not drawn)
-13.6% | COc1ccc(S(=O)(=O)NCC2CCCN(Cc3cccnc3)C2)cc1 (stereo not drawn)
-6.2% | FC(F)(F)c1ccc(N2CCN(c3ncnc4c3nnn4Cc3ccccc3Cl)CC2)cc1
-4.5% | O=C(CCc1nnc(COc2ccccc2)o1)NCc1ccc(Cl)s1
-1.2% | CC(C)Cc1nnc(NC(=O)CCC(=O)N2CCN(S(=O)(=O)c3ccccc3)CC2)s1
-12.3%[57.5 µM] | COc1ccc(CCNC(=O)C2CC(c3cc(C(F)(F)F)cc(C(F)(F)F)c3)=NO2)cc1 (stereo not drawn)
0.9%[57.5 µM] | Cc1ccccc1Oc1nc(-c2ccccn2)nc2ccccc12
-1.2% | CC(C)/C=N/NC(=O)c1cccc(N2CCCC2=O)c1
7.8%[57.5 µM] | O=C1c2cccc3cc([N+](=O)[O-])cc(c23)C(=O)N1CC1CCCO1 (stereo not drawn)
-3.2% | CC(C)Cn1c(N)c(C=O)c(=O)n(C)c1=O
-7.7% | Cn1c2c(c(=O)n(C)c1=O)C(c1ccc(F)cc1)C(C#N)=C(N)O2 (stereo not drawn)
-2.6% | Cc1nn(CC(=O)NCC2CCCO2)c(C)c1[N+](=O)[O-] (stereo not drawn)
-2.8% | Cc1cc(C)nc(/N=C2\NC(=O)CC(C(=O)O)N2c2ccc(F)c(Cl)c2)n1 (stereo not drawn)
-0.3% | COc1ccc(CNC(=O)CCn2c(=O)[nH]c3ccccc3c2=O)cc1
-5.3% | O=C(NCCCN1CCOCC1)c1sc2ccccc2c1Cl
-8.1%[57.5 µM] | Cc1cc(C)nc(NS(=O)(=O)c2ccc(CC(C)C)cc2)c1
-3.7% | NS(=O)(=O)c1cccc(NS(=O)(=O)c2ccc(/C=C/C(=O)OCC(=O)c3ccc(Br)cc3)cc2)c1
0.2%[57.5 µM] | CNC(=O)NNC(=O)c1onc(-c2c(Cl)cccc2Cl)c1C(=O)OC
-6.5% | COc1ccc(NC(=S)NCc2cccnc2)cc1OC
13.3% | COc1ccccc1N(Cc1ccccc1)S(=O)(=O)c1cccc(C(=O)O)c1
-4.7%[57.5 µM] | CSc1nc2sc3c(c2c(=O)n1CC(C)C)CC(C)(C)OC3
-4.5%[57.5 µM] | O=C(O)COc1ccccc1/C=N/NC(=O)CSc1nc2ccccc2c(=O)n1-c1ccc(Cl)cc1
0.3% | CSCCCNC(=S)Nc1ccc(N2CCOCC2)cc1
4.4% | CCOC(=O)N1CCC(N2Cc3cccc(C(=O)NCc4ccccc4OC)c3C2=O)CC1
3.1%[57.5 µM] | CC(=O)Nc1nc(C)c(C(C)(C)C)s1
6.4%[57.5 µM] | CC(=O)Oc1ccc(C(=O)O)c(OC(C)=O)c1
-4.6% | COCCNC(=O)/C(C#N)=C/c1cccc(NC(=O)c2ccccc2Cl)c1
18.6% | O=C(C[n+]1cc(-c2ccc(Cl)c(Cl)c2)n2c1CCC2)N1c2ccccc2Sc2ccccc21
3.5% | O=C(CN1CCN(Cc2ccccc2)CC1)N/N=C\C=C/c1ccco1
-11.7% | CCOc1cc(C2NN=C(c3ccc(C)cc3)S2)ccc1O (stereo not drawn)
-11.1% | CCOC(=O)C1(Cc2ccccc2C(F)(F)F)CCN(C2CCCC2)CC1
1.6% | Cc1ccc(C(=O)COC(=O)CCc2ccc(S(=O)(=O)N3CCCCC3)cc2)cc1
1.3% | CC(=N/O)/C(C)=N\NC(=O)c1ccccn1
-9.1% | CCCNC(=S)N1CCC(NC(=O)C23CC4CC(CC(C4)C2)C3)CC1
2.9% | Cc1ccccc1OCc1csc(N)n1
-8.7% | CSc1ccc(CNCCN2CCOCC2)cc1
-8.0%[57.5 µM] | COCCNc1ccc(-c2nn(C)c(=O)c3ccccc23)cc1[N+](=O)[O-]
8.9% | O=C(N/N=C/c1ccccc1O)C(=O)Nc1ccccn1
-3.1% | Cn1cc(/C=C(\C(=O)O)C(C(=O)O)=C2CCCCC2)c2ccccc21
3.7% | C=CCN(CC=C)C(=O)CN1C(=O)c2ccccc2C1=O
-3.0% | CN(C)S(=O)(=O)c1cc(NC(=O)CN2CCN(c3ccc(O)cc3)CC2)ccc1Cl
-24.3% | c1ccc(-n2cc(CN3CCCC3)c(-c3ccc4c(c3)OCO4)n2)cc1
u | COc1ccc(/C=C/C(=O)NCC(c2ccc(F)cc2)N2CCOCC2)cc1OC (stereo not drawn)
-0.1% | O=C(CCC(=O)Nc1ccccc1Cl)NNC(=O)c1ccccc1[N+](=O)[O-]
-1.8% | CCC(C)NC(=O)NCc1ccccc1F (stereo not drawn)
u | N=C1/C(=C/c2cccn2Cc2ccc(Cl)cc2)C(=O)N=C2SC=CN12
-5.0%[57.5 µM] | CCC[N+](C)(C)C(C)C(OC(C)=O)c1ccccc1 (stereo not drawn)
-7.9% | C=CCNC(=O)c1ccc(C2SCC(=O)N2Cc2ccccc2)cc1 (stereo not drawn)
-2.0% | O=C(N/N=C/c1ccccc1OC(=O)c1ccc2c(c1)OCO2)c1cccc(F)c1
6.7% | CCN1N=C(c2cc(Cl)sc2Cl)CSC1=O
11.6%[57.5 µM] | CCOc1ccc(/C=C2\NC(=S)NC2=O)cc1
-1.4% | CCOc1ccc(C(=O)NC(C(=O)NCc2ccccc2OC)C(C)C)cc1 (stereo not drawn)
-6.9%[57.5 µM] | CC(C)c1nn(-c2cc(C(F)(F)F)ccn2)c(=O)o1
-6.9% | Cc1ccccc1-c1n[nH]c(=S)n1/N=C/c1ccc(-c2ccccc2Br)o1
1.9% | O=C(CSc1nc(-c2ccc(F)cc2)cc(C(F)(F)F)n1)NCCN1CCOCC1
u | CCn1c(SC(C)C)nnc1-c1cc(-c2ccccc2)sc1N
0.4% | COC(=O)c1sc(-c2ccccc2)cc1NC(=O)c1ccc(OC)cc1
1.4% | Cc1ccc(NC(=O)NCc2c(C)nn(C)c2C)cc1Cl
-3.8% | NNC(=O)c1sc(-c2ccccc2)cc1N
-9.4% | O=C(CNC(=O)c1cccs1)NCC(=O)OCc1ccccc1Br

Additional structures:
ERK EGF block | SMILES
-10.8%[57.5 µM] | Cn1nccc1NC(=O)c1nccnc1C(=O)O
4.4% | CC(C)(C)C(=O)COC(=O)c1ccc(O)cc1
-1.6% | Cc1nc2ccc(NC(=O)Cc3cccc(F)c3)cc2s1
1.2% | c1ccc(Cn2nnc3c(N4CCC5(CC4)OCCO5)ncnc32)cc1
4.0% | CCOC(=O)CC(=O)CSc1nc(-c2ccccc2)cc(-c2ccccc2)c1C#N

Not all compounds are listed (hit frequency here may not be typical).
